Vif-APOBEC3F blk: inhibitors of Vif-A3F interaction. HeLa A3F-eYFP + Vif (tagged APOBEC3F with the HIV-1 protein that degrades it), YFP fluorescence increase. Potency, µM (series often up to 46.1 µM), inactives show top-dose activity, negative = active. 390,000 compounds, 0.2% hits. AID 602313; further: potency means the concentration at half of the fitted maximal effect; % of control where 0% means no effect; nearly all actives have a fitted effect of over 65% in size
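HeLa cells stably expressing A3F-eYFP plus Vif, plated and incubated overnight at 37 deg C, then exposed to compounds overnight at 37 deg C. Blocked degradation read as raised yellow fluorescence (Ex 488/Em 500-530).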
D1 PAM: human D1 dopamine receptor positive modulation | P21728 | HEK293 TREx D1 cells, calcium flux, dopamine EC20 potentiation | potentiation, % at 10 µM | 360,000 compounds, 0.036% hits; in the data active means potentiation above about 30%; further: 0% is about no effect
GRP78 ERSR act: inducers of ER stress response in human glioma cells | U87-MG GRP78 promoter luciferase reporter, 16 h | Potency, µM, inactives show at the highest dose activation, usual class: activators | 420,000 compounds, 0.02% hits | AID 602332; further: potency means the concentration at half of the fitted maximal effect; series mostly up to about 76 µM; % of control where 0% means no effect; nearly all actives have a fitted effect of over 35% in size
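Stably transfected U87-MG glioma cells carrying a GRP78-based luciferase sensor; 16 h compound incubation. Luminescence end-point read 10 min after Bright-Glo addition at room temperature.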
Vif-A3G inh: inhibitors of Vif-APOBEC3G interaction | Q9HC16 | HeLa A3G-eYFP + Vif (tagged APOBEC3G with the HIV-1 protein that degrades it), YFP fluorescence, overnight | Potency, µM (highest dose often 46.1 µM), inactives show at the highest dose activity, negative = active, actives largely listed as inhibitors | 410,000 compounds, 0.076% hits | AID 602310;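 further: potency means the concentration at half of the fitted maximal effect; on the % scale 0 is the no-effect control and ±100 the full control effect; nearly all actives have a fitted effect of over 60% in size; hits raise eYFP signal because A3G escapes Vif-driven loss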
Target sequence (Q9HC16 whole entry, looked up): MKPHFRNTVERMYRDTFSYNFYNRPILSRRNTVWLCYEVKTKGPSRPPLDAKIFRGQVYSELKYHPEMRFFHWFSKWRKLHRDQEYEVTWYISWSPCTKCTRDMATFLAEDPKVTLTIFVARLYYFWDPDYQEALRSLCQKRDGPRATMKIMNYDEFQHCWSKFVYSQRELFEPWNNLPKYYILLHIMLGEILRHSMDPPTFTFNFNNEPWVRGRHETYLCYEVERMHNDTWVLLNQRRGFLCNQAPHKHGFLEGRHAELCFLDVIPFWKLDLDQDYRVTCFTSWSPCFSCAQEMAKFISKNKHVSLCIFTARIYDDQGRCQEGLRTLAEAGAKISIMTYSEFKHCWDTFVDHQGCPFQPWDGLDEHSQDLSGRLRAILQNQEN
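Read-out is eYFP fluorescence (Ex 488/Em 500-530) from Vif-expressing HeLa A3G-eYFP cells; more signal means A3G escaped Vif-mediated degradation. Cells plated overnight, compound pinned in, incubated overnight at 37 deg C.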
RXFP1 antag: blocks the human relaxin receptor RXFP1; Q9HBX9; HEK293-RXFP1, relaxin-stimulated cAMP HTRF, 30 min; stronger effect = lower value; activity change, negative = inhibition, % at 57.5 µM; 350,000 compounds, 0.59% hits;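 active means activity change of -60% or lower, but not beyond a set lower limit; inconclusive means change between -60% and -40%, or beyond the set limit; inactive means change above -40%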; further: on the % scale 0 is the no-effect control and ±100 the full control effect
RXFP1 ag: agonists of human relaxin receptor RXFP1; AID 2676; Potency, µM (top dose mostly 57.5 µM), for inactives: top-dose activation, actives largely listed as activators; HEK293T-RXFP1 cAMP TR-FRET, 30 min; response scale: percent of porcine relaxin response, buffer zero; 370,000 compounds, 0.3% hits; further: potency means the concentration at half of the fitted maximal effect; on the % scale 0 is the no-effect control and ±100 the full control effect; nearly all actives have a fitted effect of over 60% in size; many of its hits are not listed in these tables
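HEK293 cells stably expressing RXFP1, treated 30 min at 37C with compounds plus PDE4 inhibitor Ro 20174; cAMP measured by HTRF TR-FRET. Normalized to buffer and 29 nM porcine relaxin; EC50 by Hill fit.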
D1 ag: activates the human D1 dopamine receptor | HEK293 T-REx D1 cells, calcium flux, agonist mode | P21728 | activation, % at 2 µM | 360,000 compounds, 1% hits; in the data active means activation above about 30%; further: 0% is about no effect
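Tetracycline-induced HEK293 TREx D1 cells, force-coupled to calcium signalling, were dye-loaded with a no-wash calcium kit. Compound was pin-added after a 10 s baseline. Fluorescence was read kinetically at 1 cycle/s for 180 s, with calcium rises flagged as agonism.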
D1 antagonist: human D1 dopamine receptor antagonism; P21728; HEK293 TREx D1 cells, calcium flux, dopamine EC80; stronger effect = lower value; activity change, negative = inhibition, % at 10 µM; 360,000 compounds, 3.2% hits; in the data active means activity change below about -30%; further: on the % scale 0 is the no-effect control and ±100 the full control effect
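Antagonism measured as reduced calcium response to an EC80 dopamine addition following 180 s compound pre-read; cells were inducible HEK293 Trex D1 plated overnight at 30 C, read kinetically at 1 cycle/sec.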
D2 potentiator: D2 dopamine receptor (human) potentiation. P14416. HEK293 T-REx D2, calcium flux, EC20 dopamine potentiation. potentiation, % at 10 µM. 340,000 compounds, 0.34% hits. AID 485347;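 active means potentiation over 3 SD above the plate norm, cut at about 30% in these data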; further: 0% is about no effect
Target sequence (P14416 whole entry, looked up): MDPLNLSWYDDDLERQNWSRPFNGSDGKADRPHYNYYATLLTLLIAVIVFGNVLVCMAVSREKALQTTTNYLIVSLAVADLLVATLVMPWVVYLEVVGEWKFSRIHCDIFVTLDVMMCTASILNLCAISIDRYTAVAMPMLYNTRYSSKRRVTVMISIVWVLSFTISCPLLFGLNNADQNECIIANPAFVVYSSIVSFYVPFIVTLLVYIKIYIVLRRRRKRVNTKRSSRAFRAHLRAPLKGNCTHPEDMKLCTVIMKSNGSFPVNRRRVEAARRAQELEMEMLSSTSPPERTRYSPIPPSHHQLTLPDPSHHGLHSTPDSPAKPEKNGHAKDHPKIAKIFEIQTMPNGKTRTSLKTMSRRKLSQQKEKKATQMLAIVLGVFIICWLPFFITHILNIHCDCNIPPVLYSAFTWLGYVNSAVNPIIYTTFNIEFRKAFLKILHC
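Using a no-wash calcium dye in inducible, force-coupled HEK293 Trex cells expressing D2, we tracked fluorescence each second for 180 s after compound, then for 180 s after EC20 dopamine to detect augmented signalling.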
* marks the source's active call; other numbers are inactive results; ? = inconclusive; · = not tested or not shown; & = joins results of further samples. Unless noted, the call rests on the fitted dose curve; in most records, active means well fitted curve in the direction sought with a large enough effect; inconclusive means small, poorly fitted or top-dose-only effect, or another doubt; inactive means no such curve, though single readings can be large; an effect the other way counts as inactive or inconclusive. These rows are one share of the data; count on the stated rates, not on these rows.

SMILES	Vif-APOBEC3F blk	D1 PAM	GRP78 ERSR act	Vif-A3G inh	RXFP1 antag	RXFP1 ag	D1 ag	D1 antagonist	D2 potentiator
Cc1cc(C)cc(NC(=O)Cn2cc(C(=O)c3cccs3)c3ccccc32)c1	-16.3%	1.4	-1.2%	2.9%	-23.8	-3.9%	2.1	-3.0	-6.9
O=C(NNC(=O)c1cc2ccccc2cc1O)Nc1ccccc1F	-0.9%	-6.8	2.1%	3.4%	-21.3	3.1%	16.8	-28.7	-3.2
CCSc1nc2ccccc2c(=O)n1C1CCOC(C)(C)C1 (stereo not given)	0.3%	1.2	-3.3%	1.8%	-28.7	-0.1%	3.3	22.1	·
O=C(CSc1n[nH]c(-c2cccs2)n1)N1CCCC1	-2.3%	·	2.9%	-13.4%	4.7	·	·	·	·
COC(=O)Cn1c(=O)c2c(nc3n2CCCN3CCc2ccccc2)n(C)c1=O	-0.4%	-7.2	-0.3%	1.0%	-27.5	-1.7%	1.6	8.6	0.8
CCOC(=O)c1ccc2c(c1)nc(SCC(=O)N1CCCCC1)n2CC	-10.3%	-2.9	5.9%	-4.4%	-2.7	0.8%	1.0	1.9	5.1
Cc1ccc(-c2cccc(OC(=O)c3ccccc3F)c2)cc1	1.0%	·	-0.3%	-0.5%	·	0.6%	·	·	·
CC(C)(C)NC(=O)CCCSc1nc2ccccc2s1	5.4%	-5.2	0.5%	1.2%	-5.5	3.1%	9.4	-9.8	5.3
Cc1ccc(-c2cn3cccc(C)c3n2)cc1	-8.7%	3.5	-11.7%	-0.6%	0.6	-3.0%	2.0	-4.3	5.6
OCc1cnc(SCc2ccccc2F)n1Cc1ccc(F)cc1	5.1%	-0.2	-3.1%	-0.2%	·	-2.9%	1.4	-1.8	-3.6
C=CCn1cc([N+](=O)[O-])nc1C	-5.1%	-3.4	-0.1%	3.1%	-3.9	0.0%	0.6	-31.0*	7.4
O=C(Nc1ccccc1)c1ccc(CSc2ccccn2)cc1	1.7%	-1.9	-2.9%	-0.2%	16.6	2.7%	8.5	-7.7	-7.7
O=C(O)CCc1ccc(-c2cccs2)n1Cc1ccco1	5.6%	-2.2	7.4%	-1.5%	12.5	2.7%	-0.6	3.7	-12.0
CCOc1ccc(NC(=O)CN(C)CC(=O)NC(C)c2ccccc2)cc1OCC (stereo not given)	-1.9%	-3.4	-2.1%	0.0%	-13.9	-2.3%	1.0	-6.7	0.5
CCC(=O)Nc1ccc2nc(C3CC3)n(Cc3ccc(C(C)(C)C)cc3)c(=O)c2c1	-6.9%	-2.5	-7.3%	3.0%	-1.8	4.7%	3.6	10.2	15.4

Sorted by length of the SMILES (rising): part of the list above.
SMILES	Vif-APOBEC3F blk	D1 PAM	GRP78 ERSR act	Vif-A3G inh	RXFP1 antag	RXFP1 ag	D1 ag	D1 antagonist	D2 potentiator
Cc1ccc(-c2cn3cccc(C)c3n2)cc1	-8.7%	3.5	-11.7%	-0.6%	0.6	-3.0%	2.0	-4.3	5.6
O=C(CSc1n[nH]c(-c2cccs2)n1)N1CCCC1	-2.3%	·	2.9%	-13.4%	4.7	·	·	·	·
CCC(=O)Nc1ccc2nc(C3CC3)n(Cc3ccc(C(C)(C)C)cc3)c(=O)c2c1	-6.9%	-2.5	-7.3%	3.0%	-1.8	4.7%	3.6	10.2	15.4

Remaining list, next part.
SMILES	Vif-APOBEC3F blk	D1 PAM	GRP78 ERSR act	Vif-A3G inh	RXFP1 antag	RXFP1 ag	D1 ag	D1 antagonist	D2 potentiator
CCN(CC)CCn1c2c(c(SCC(=O)Nc3ccc4c(c3)OCO4)nc1=O)CCC2	9.4%	-0.3	-7.5%	3.8%	-3.2	2.2%	1.5	-7.8	-5.7
COc1ccc(CNC(=O)c2cc3ccccn3n2)cc1OC	3.6%	0.3	-1.6%	-0.9%	-5.5	5.2%	2.4	5.7	8.5
C[C@H](NC(=O)[C@@H]1CSC2c3ccccc3C(=O)N21)C(=O)NC1CCCCC1 (stereo not given in full)	0.2%	1.2	-1.8%	-3.4%	11.0	-1.0%	0.1	-17.0	-3.3
O=C(Nc1ccc2c(c1)OCO2)N1CCN(S(=O)(=O)c2ccc(Cl)cc2)CC1	-1.4%	3.9	6.8%	0.0%	2.4	-0.9%	-0.8	-0.6	·
CCOC(=O)C(NC(=O)C1C(C)N1S(=O)(=O)c1ccc(C)cc1)C(=O)OCC (stereo not given)	2.5%	16.6	-2.5%	-0.9%	2.5	0.3%	3.7	-5.8	3.9
CCC(C(=O)N(C(C)C)C(C)C)c1ccccc1 (stereo not given)	3.1%	1.1	-5.6%	-3.7%	·	1.6%	0.0	·	4.2
Cc1ccc(-n2nc3c(=O)n(CCCC(=O)NCc4ccc(F)cc4)nc(C)c3c2C)cc1	7.8%&-10.6%	-11.7&-1.6	-1.5%&5.6%	-6.5%&-5.7%	2.6&-13.6	5.2%&10.5%	3.0&2.3	-12.3&15.1	-1.3&-0.9
OCCc1ccccc1	-3.1%	·	-2.3%&-0.6%&-2.9%	3.6%	-15.4	·	·	·	·
O=C(Nc1ccc(-c2n[nH]c(=S)o2)cc1)c1ccccc1	?	1.2	2.3%	-4.8%	-1.8	3.9%	2.5	15.3	·
C=CCOc1ccc(/C=N/O)cc1Cl	-16.0%	-0.7	-1.2%	-9.0%	22.2	0.7%	1.5	-0.7	11.2
Nc1cc(=O)[nH]c(SCC(=O)Nc2ccccc2-c2ccccc2)n1	4.6%	-4.0	-1.5%	-3.2%	-9.6	-1.4%	1.7	23.0	-13.3
CC(C(=O)NCCS(=O)(=O)c1ccc(Cl)cc1)S(=O)(=O)c1ccc(Cl)cc1 (stereo not given)	-2.2%	-7.8	-0.4%	-5.2%	4.2	-0.2%	0.4	-5.1	-0.5
CCC1CCCCN1S(=O)(=O)c1cc(C(=O)Nc2ccc(C)c(F)c2)ccc1F (stereo not given)	8.9%	-2.4	-1.5%	5.5%	-22.5	0.0%	0.2	-12.1	4.8
O=C(N/N=C/c1ccoc1)c1ccc(Br)cc1	-14.6%	2.1	-0.5%	-3.1%	2.1	-1.3%	8.8	-1.3	-18.4
CCN1CCN(CCCNC(=O)c2cnn(-c3ccc(C)cc3C)c2C2CCN(C(=O)OC(C)(C)C)CC2)CC1	1.1%	-2.5	-1.3%	3.1%	-20.2	-0.2%	8.6	6.1	1.2
CCCS(=O)(=O)N1CCCC(C(=O)NCCN(Cc2ccccc2)C(C)C)C1 (stereo not given)	3.1%	-3.0	-2.6%	0.3%	0.4	0.1%	1.1	14.6	-1.4
Cn1nc(OCc2ccccc2)ccc1=O	1.5%	-4.4	-6.2%	3.3%	-0.8	1.4%	2.3	5.0	15.3
CCOCCn1c(SCC)nc2c1c(=O)[nH]c(=O)n2C	0.1%	-0.8	-0.5%	1.3%	5.0	-0.9%	-1.6	3.9	·
O=C(CSc1nc2ncccc2[nH]1)Nc1c(F)cc(F)cc1Br	1.0%	-0.1	-1.0%	1.4%	-13.1	5.9%	1.2	3.3	9.0
Cc1cc(Sc2ccc([N+](=O)[O-])cn2)ccc1Br	15.0%	·	-3.9%	-7.5%	-9.9	·	·	·	·
N=C1S/C(=C\c2ccc(O)cc2)C(=O)N1c1ccc(F)cc1	18.2%	-5.8	-4.7%	-5.6%	10.1	-1.4%	1.9	18.5	-2.5
NC(=O)c1ccc(Nc2ccc([N+](=O)[O-])cc2[N+](=O)[O-])cc1	0.4%	14.6	-2.5%	-8.3%	20.9	3.3%	3.2	-12.3	19.8
CCCCOc1ccc(Br)cc1CSC(=N)N	7.3%	-5.3	-2.1%	-0.1%	-71.2*	0.6%	61.8*	-3.7	-1.8
CCOc1ccc2c(c1)NC(c1cccs1)=NC(c1ccc(F)cc1)=N2	3.9%	-1.4	-2.0%	-7.7%	-22.2	-0.4%	1.6	11.5	-0.7
CC(C)Oc1ccc(CNC(=O)CCCn2c(=O)c3cccn3c3cccnc32)cc1	8.0%	-1.9	-1.0%	-13.0%	6.2	5.7%	0.8	3.7	3.9
CCn1c(=O)c2sccc2n(CC(=O)NC2CCCC2)c1=O	4.5%	-3.7	0.5%	-1.6%	-4.7	0.1%	1.7	-8.2	-0.5
COc1cc(OC)c(Nc2cc(C)nc3ncnn23)cc1Cl	-3.3%	-0.4	4.4%	1.4%	2.8	5.3%	-0.1	3.7	0.4
CCOC(=O)c1[nH]c2ccc(OC)cc2c1NC(=S)N1CCN(c2cccc(C)c2C)CC1	-31.2%	-5.5	5.0%	?	2.5	-0.4%	8.4	-5.7	1.7
O=C(C[n+]1cccc2ccccc21)c1ccccc1	2.7%	2.4	2.9%	-6.6%	-12.9	-1.7%	2.0	5.2	·
CN(C)CCCN(C(=O)c1cc2ccccc2oc1=O)c1nc2c(F)cccc2s1	5.0%	0.8	0.5%	3.2%	-7.2	0.4%	3.4	-18.9	-11.8
Cc1ccc(-c2csc(NC(=O)CCNC(=O)c3ccc(Cl)cc3)n2)cc1	-4.7%	-0.9	-5.1%	-4.8%	-21.3	7.8%	0.9	6.4	2.6
COc1cc2c(cc1NC(=O)COC(=O)C(CCSC)NC(=O)c1ccccc1Cl)oc1ccccc12 (stereo not given)	-12.5%	0.5	7.3%	-10.8%	-9.6	4.5%	3.8	2.8	-0.4
O=C(NCCCSc1ccccc1)c1cnc(Cl)c(Cl)c1	-0.2%	-6.5	-1.4%	0.1%	-12.6	-0.1%	12.1	-30.3*	-3.1
CCCCC(=O)Nc1ccc(C(=O)NN2C(=O)c3ccccc3C2=O)cc1	-0.9%	-6.5	-2.0%	2.1%	26.0	-1.1%	3.9	-5.7	-4.5
O=C1/C(=C\c2ccc(O)c(O)c2)C(c2ccccc2)=NN1c1ccccc1	-9.8%	-5.6	-3.2%	-1.1%	-24.4	-0.2%	13.1	-18.2	3.5
CC(C)CNC(=O)Nc1ccc(F)c(Cl)c1	-14.3%	-0.7	2.8%	-3.7%	-22.2	3.7%	13.7	-12.8	5.2
CCOc1ccc(C2NCCc3cc(OC)c(OC)cc32)cc1OC (stereo not given)	-15.1%	-1.1	-1.5%	1.1%	-1.5	4.0%	5.0	0.5	1.7
